# TTR transcr act: TTR transcription activators in neuroblastoma reporter cells, primary screen, cell-based, luminescence, SH-SY5Y, TTR promoter Gaussia luciferase | 100% = recombinant luciferase protein wells | activation, % at 16.7 µM | hit rate 1.3% among 92,000;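 active means activation above the mean of all tested compounds plus 3 SD, cut at about 9.5% in these data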;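 further: cells exposed to compounds for one day before reading; 0% = median of all test compound wells on the plate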
# The depositor's hits bear a star. An excerpt (hit frequency here may not be typical).
no. | TTR transcr act | mol
1 | 1.2 | COc1ccc(C(c2c(C)n(C)n(-c3ccccc3)c2=O)c2c(C)n(C)n(-c3ccccc3)c2=O)cc1OC
2 | -1.8 | O=c1oc(-c2ccccc2NS(=O)(=O)c2ccc(Cl)cc2)nc2ccccc12
3 | 1.1 | CCOc1cccc(C(=O)NC(=S)Nc2ccc(Cl)cc2C(=O)O)c1
4 | 0.9 | COC[C@@H]1CCCN1c1ccc2c(c1)O[C@@H]1CCN(C1)S2(=O)=O
5 | 1.6 | O=C(c1ccccc1Cl)N1CCC(c2nc3c(nnn3Cc3ccco3)c(=O)[nH]2)CC1
6 | 2.4 | CCCN1CCN(C(=O)Cn2c(=O)oc3cc(S(=O)(=O)NCc4ccccc4)ccc32)CC1
7 | 2.5 | CCOc1ccc(S(=O)(=O)Nc2nc3ccccc3nc2-n2ccc(=NC(=O)c3cccs3)cc2)cc1
8 | 6.1 | S=C(Nc1ccccc1)c1nc2ccccc2s1
9 | -1.8 | O=C(CNC1CCCCCC1)Nc1ccccc1N1CCCCC1
10 | -1.1 | Cc1nc(C)c(C(=O)Nc2cccc(F)c2)s1
11 | -1.1 | C#CCNC(=O)C1=C[C@H](c2csc3ccccc23)C[C@H](OCCCCO)O1
12 | 1.1 | Cn1c(CNc2ccc(Cl)cc2)nnc1SCC#N
13 | 1.3 | O=S(CC1CC1(Cl)Cl)CC1CC1(Cl)Cl (stereo not given)
14 | 0.3 | COc1ccc(C2c3ccccc3NC3C2C(=O)N(Cc2ccc(OC)cc2OC)[C@H]3Cc2ccccc2)cc1 (stereo not given in full)
15 | -0.3 | COc1ccc(C(=O)COC(=O)C(CCSC)NS(=O)(=O)c2ccc(Cl)cc2)cc1 (stereo not given)
16 | 1.2 | CC(C)N(C(=O)NC(=O)Nc1ccc(S(=O)(=O)N2CCCC2)cc1)S(C)(=O)=O
17 | -2.0 | COc1cc(-c2noc(C3CCCN(C(=O)c4c(F)cccc4F)C3)n2)cc(OC)c1OC (stereo not given)

# Three entries out of the list above, sorted by the number in TTR transcr act, low to high.
no. | TTR transcr act | mol
9 | -1.8 | O=C(CNC1CCCCCC1)Nc1ccccc1N1CCCCC1
10 | -1.1 | Cc1nc(C)c(C(=O)Nc2cccc(F)c2)s1
4 | 0.9 | COC[C@@H]1CCCN1c1ccc2c(c1)O[C@@H]1CCN(C1)S2(=O)=O

# Part of the list above, reformatted.
entry	SMILES	TTR transcr act
6	CCCN1CCN(C(=O)Cn2c(=O)oc3cc(S(=O)(=O)NCc4ccccc4)ccc32)CC1	2.4
7	CCOc1ccc(S(=O)(=O)Nc2nc3ccccc3nc2-n2ccc(=NC(=O)c3cccs3)cc2)cc1	2.5
8	S=C(Nc1ccccc1)c1nc2ccccc2s1	6.1
9	O=C(CNC1CCCCCC1)Nc1ccccc1N1CCCCC1	-1.8
10	Cc1nc(C)c(C(=O)Nc2cccc(F)c2)s1	-1.1

# High-throughput results deposited in PubChem by The Scripps Research Institute Molecular Screening Center.
